FBPA Giardia inh: Giardia lamblia aldolase inhibition. hit rate 0.71% among 290,000. purified Giardia FBPA. A8B2U2. Potency, µM (highest dose often 59.6 µM), for the others: top-dose activity, negative = inhibition, usual class: inhibitors. AID 2451; note: potency is the fitted concentration of half-maximal effect; nearly all actives have a fitted effect of over 55% in size
Target sequence (A8B2U2 whole entry, looked up): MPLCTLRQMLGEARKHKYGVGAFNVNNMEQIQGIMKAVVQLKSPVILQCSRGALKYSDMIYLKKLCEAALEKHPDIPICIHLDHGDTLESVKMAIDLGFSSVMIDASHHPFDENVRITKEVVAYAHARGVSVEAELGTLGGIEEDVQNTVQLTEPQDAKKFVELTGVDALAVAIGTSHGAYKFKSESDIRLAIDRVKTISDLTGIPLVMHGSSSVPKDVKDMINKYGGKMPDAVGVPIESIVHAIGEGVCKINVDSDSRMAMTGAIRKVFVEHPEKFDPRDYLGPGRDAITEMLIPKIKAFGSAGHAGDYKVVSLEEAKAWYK
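40 nM FBPA preincubated 10 min at RT with compound (up to 57.5 uM final), then substrate plus GAPDH/TPI/NAD/arsenate coupling and diaphorase/resazurin added. Fluorescence read after 20 min at RT, 525/598 nm.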
HCMV inh: inhibitors of human cytomegalovirus; HFF cells, HCMV-luciferase reporter, 72 h; active compounds read low; activity change, negative = inhibition, % at 57.5 µM; hit rate 4.5% among 410,000; AID 1259415; in the data active = activity change below about -60%; inconclusive = no clear call, values can overlap the other calls; inactive = above about -39%
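Inhibition of viral replication was scored as loss of reporter luminescence in HFFs infected with HCMV-luciferase (MOI 1 PFU/cell) for 72 h; compounds tested at 2 doses, normalized to buffer and Salinomycin controls.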
AmpC no deterg: inhibitors of E. coli AmpC beta-lactamase without detergent. P00811. AmpC nitrocefin hydrolysis, absorbance 480 nm, 0.0001% Triton. Potency, µM (series often up to 57.1 µM), for the others: at the top dose activity change, negative = inhibition, actives largely listed as inhibitors. hit rate 0.52% among 330,000. AID 485341;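 note: potency is the fitted concentration of half-maximal effect; plate controls were no compound for no effect and no enzyme for full effect; nearly all actives have a fitted effect of over 20% in size; some results filed as inactive show a strong effect at the top dose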
Target sequence (P00811 whole entry, looked up): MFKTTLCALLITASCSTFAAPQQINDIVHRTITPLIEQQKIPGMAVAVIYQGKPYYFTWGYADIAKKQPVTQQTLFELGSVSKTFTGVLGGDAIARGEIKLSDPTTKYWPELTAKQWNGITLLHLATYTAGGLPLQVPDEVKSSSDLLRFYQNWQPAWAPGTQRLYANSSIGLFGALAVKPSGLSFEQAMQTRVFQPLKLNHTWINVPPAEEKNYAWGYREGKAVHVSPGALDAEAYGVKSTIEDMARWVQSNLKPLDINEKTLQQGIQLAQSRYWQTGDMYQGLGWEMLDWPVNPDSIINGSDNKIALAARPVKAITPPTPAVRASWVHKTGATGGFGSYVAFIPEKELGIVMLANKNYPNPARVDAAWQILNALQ
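20 mM phosphate pH 7.0 + 0.01% (detergent screen) or 0.0001% Triton X-100; 5.3 nM AmpC reagent; cpd preinc 15 min RT; nitrocefin (800 uM stock) to start; A480 q20 s × 4 min; Activity was normalised to no-enzyme and no-compound control wells.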
AMA1-RON2 inh: disrupts binding of P. falciparum AMA1 to RON2; AlphaScreen AMA1-biotinylated RON2 peptide binding; Potency, µM (top dose mostly 58.2 µM), for inactives: top-dose activity change, negative = inhibition, most hits filed as inhibitors; hit rate 0.2% among 360,000; AID 720542;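 note: potency is the fitted concentration of half-maximal effect; 0% = vehicle wells and -100% = peptide control; nearly all actives have a fitted effect of over 45% in size; some results filed as inactive show a strong effect at the top dose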
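AMA1 (3D7) with his tag at 25 nM final met compounds first, then biotinylated RON2 peptide at 25 nM; detection used donor plus acceptor beads, 10 µg/mL apiece, read by AlphaScreen after 30 min at room temperature.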
AmpC inh detg: blocks E. coli AmpC beta-lactamase in detergent assay. AmpC hydrolysis of nitrocefin, absorbance 480 nm, 0.01% Triton. Potency, µM (titrated, usually from 114 µM), for inactives: at the top dose activity change, negative = inhibition, usual class: inhibitors. hit rate 0.041% among 370,000. AID 485294;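 note: potency is the fitted concentration of half-maximal effect; 0% = no-compound wells and -100% = no-enzyme wells; nearly all actives have a fitted effect of over 25% in size; some results filed as inactive show a strong effect at the top dose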
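AmpC (5.3 nM in the dispensed reagent) in 20 mM phosphate pH 7.0 with 0.01% (detergent screen) or 0.0001% Triton X-100 was preincubated with compounds for 15 min at room temperature. Nitrocefin was then added from an 800 uM solution, and hydrolysis was followed at 480 nm.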
Sm TGR inh: S. mansoni TGR enzyme inhibition; Q962Y6; purified TGR, DTNB reduction, TNB absorbance 405 nm; Potency, µM (doses to about 114 µM), for inactives: at the highest dose activity change, negative = inhibition, usual class: inhibitors; hit rate 3% among 360,000; note: potency is the fitted concentration of half-maximal effect; nearly all actives have a fitted effect of over 60% in size
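TGR 20 nM + NADPH 100 uM (dispensed conc.), cpd preinc 15 min RT; start with NADPH (500 uM addition) then DTNB (15 mM addition). Kinetic TNB absorbance, 405 nm filter. Four-parameter Hill fit across titration.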
* hit, by the source's call; ? = inconclusive; / = not tested or not shown; & = joins results of further samples; ! = not active in a repeat; [ ] = remark or other dose. Unless noted, calls come from the whole dose curve; as a rule, active = well fitted curve in the direction sought with a large enough effect; inconclusive = small, poorly fitted or top-dose-only effect, or another doubt; inactive = no such curve, though single readings can be large; an effect the other way counts as inactive or inconclusive. Unless noted, % is set by controls: 0 for no effect and ±100 for the full control effect.

item	molecule	FBPA Giardia inh	HCMV inh	AmpC no deterg
1	O=C(COC(=O)c1cc([N+](=O)[O-])ccc1N1CCOCC1)NC1CCS(=O)(=O)C1 (stereo unspecified)	/	-15	-20%
2	Cc1ccc(Nc2nc(N)c([N+](=O)[O-])c(N3CCC(C)CC3)n2)cc1C	-4%	-11	?
3	CCc1ccc(-c2csc3ncn(CC)c(=O)c23)cc1	-5%	-18	13%
4	CC(C)N1CCc2c(sc(NC(=O)Cc3ccccc3)c2C#N)C1	?	-9	-25%
5	COc1cc(NC(=O)CCN2C(=O)NC3(CCCC3)C2=O)c(OC)cc1Cl	/	0	-7%
6	CCCC(=O)C1C(=O)CC(CC(C)SCC)CC1=O (stereo unspecified)	1%	29	3%
7	Cc1cccc(C(=O)c2ccccc2C(=O)O)c1O	11%	-13	-18%
8	Cc1ccc(OCC(=O)NNC(=O)Cn2c(=O)cnc3ccccc32)cc1	/	-97*	-7%
9	CC(C)NC(=O)CCn1nc(-c2ccc(Cl)cc2)c2ccccc2c1=O	-2%	?	82%[activator]
10	CC(C)(C)OC(=O)NN1CC(=O)N2Cc3ccccc3C[C@@H]2C1=O	4%	-3	0%

item	AMA1-RON2 inh	AmpC inh detg	Sm TGR inh
1	10%	?	7%
2	-4%	-6%	1%
3	-14%	-2%	/
4	0%	-5%	-1%
5	-8%	-8%	-21%
6	-4%	-15%	0%
7	-3%	4%	-22%
8	98%[activator]	0%	-3%
9	-9%	6%	/
10	0%	-3%	0%

The results go on:
item	molecule	FBPA Giardia inh	HCMV inh	AmpC no deterg
11	O=C(/C=C/c1ccco1)Nc1ccc(C(=O)N2CCOCC2)cc1	1%	-16	-17%
12	COc1ccccc1C(=O)NCCOc1ccc(C(C)(C)C)cc1	6%	-15	37%
13	CCOc1ccc(NC(=O)CSc2nnc3c(C)cc4ccccc4n23)cc1	/	9	/
14	COC(=O)CN(Cc1ccccc1)S(=O)(=O)c1ccc(OC)c(OC)c1	5%	-14	34%
15	Cc1ccc(S(=O)(=O)c2nc(S(C)(=O)=O)sc2NCc2ccccc2)cc1	/	-16	/
16	C=CCOn1c(=O)c(-c2ccc(Cl)cc2)[n+]([O-])c2ccccc21	-6%	36	-8%
17	COn1c(C)c(C)c2c3nonc3ccc21	?	-65*	-13%
18	COc1ccc(N2CCN(C(=O)c3sc4nc(-c5ccc(F)cc5)cn4c3C)CC2)cc1	-1%	12	-11%
19	CCc1ccc(CNC(=O)CCCC(=O)n2nc(C)c3ccccc32)cc1	8%	64	11%
20	O=S(=O)(c1cccc(S(=O)(=O)N2CCC(Cc3ccccc3)CC2)c1)N1CCOCC1	1%	-9	122%[activator]

item	AMA1-RON2 inh	AmpC inh detg	Sm TGR inh
11	1%[11.6 µM]	-2%	13µM*
12	24%	2%	2%
13	/	1%	3%
14	3%	3%	0%
15	/	-4%	-2%
16	14%	0%	8%
17	16%	-1%	20µM*
18	18%	?	5%
19	7%	-6%	-2%
20	-16%	-1%	-1%

(list continues)
item	molecule	FBPA Giardia inh	HCMV inh	AmpC no deterg
21	CCN(CC)S(=O)(=O)c1ccc(N2CCOCC2)c(NC(=O)c2ccc(=O)n(C)n2)c1	/	-2	-16%
22	COc1ccc(C(=O)COc2ccccc2C(N)=O)cc1	4%	-36	-9%[2.29 µM]
23	O=C(C1CCCCC1)N1CCN(c2ncccn2)CC1	5%	41	-14%
24	C=CCNc1nc2ccccc2nc1NS(=O)(=O)c1cccs1	-21%	81	-40%
25	CN1CCc2c(sc(NC(=O)CSc3ccc(F)cc3)c2-c2nc3ccccc3s2)C1	/	-16	/
26	CCOc1ccc(NC(=O)CCc2c(C)nn(-c3ccc(N4CCCC4)nn3)c2C)cc1	/	-23	/
27	Cc1cccc(NS(=O)(=O)c2nnc(NC(=O)C3CCCCC3)s2)c1	?	-39&-7	-47%
28	CC1(c2ccccc2)O[C@@H]2C[C@H]3[C@@H]4CCC5=CC(=O)C=C[C@]5(C)[C@@]4(F)[C@@H](O)C[C@]3(C)[C@]2(C(=O)CO)O1 (stereo partly specified)	-3%	-2	89%[activator]
29	COCCN=C1Sc2nc3cc4c(cc3cc2CN1CC1CCCO1)OCO4 (stereo unspecified)	-2%	?	-16%
30	COc1ccc(CN2C(=O)CS/C2=N/N=C/c2ccccc2)cc1	-1%	53	-33%

item	AMA1-RON2 inh	AmpC inh detg	Sm TGR inh
21	5%	-1%	-12%
22	4%	-15%	-1%
23	3%	5%	0%
24	21%	-3%	-16%
25	/	-2%	-17%
26	/	-8%	2%
27	2%	-11%&16%	-6%&6%
28	8%	-1%	21%
29	-5%	2%	0%
30	1%	6%	13%

Further results.
item	molecule	FBPA Giardia inh	HCMV inh	AmpC no deterg
31	O=C(O)CCC(=O)CCC(=O)c1ccc(Cl)cc1	3%	13	-14%
32	CCOc1ccccc1C(=O)Nc1cc(C(=O)NCCc2ccccc2)ccc1Cl	7%	-10	-32%
33	Cc1ccc(NC(=O)CSc2ccc(C(N)=O)cc2[N+](=O)[O-])cc1	0%	-3	-16%
34	O=C(Nc1ncccn1)c1cccc(F)c1	9%	-76*	-6%
35	CCOC(=O)c1cc2c(C)n(-c3ccc(OCC)cc3)c(C)c2ccc1=O	-17%	?	24%
36	CC(OC(=O)c1cnccn1)C(=O)Nc1nc(-c2cccc([N+](=O)[O-])c2)cs1 (stereo unspecified)	/	?	-15%
37	CCOC(=O)c1[nH]c(C)c(CCC(=O)O)c1C	-4%&-1%	-8&-37	-3%&-12%
38	COc1cc(C2NC(=O)NC(C)=C2C(=O)NCc2ccccc2)c(Cl)cc1O (stereo unspecified)	-8%	33	-5%
39	C=CCNC(=O)N1c2ccccc2Sc2ccccc21	4%	31	-9%
40	CCC(C)C(NC(=O)c1ccccc1NC(=O)c1ccc(OC)cc1)C(=O)NCCCn1ccnc1 (stereo unspecified)	-9%	10	40%

item	AMA1-RON2 inh	AmpC inh detg	Sm TGR inh
31	5%	-4%	28µM*
32	-1%	?	5%
33	0%	4%	5%
34	11%	?	-1%
35	-5%	?	?
36	-2%	4%	-7%
37	0%&3%	2%&-7%	-4%&4%
38	1%	3%	-19%
39	10%	-3%	?
40	-3%	-13%	-11%

Along the list, quoted from above:
Nos. 32 to 39 in AmpC inh detg, in turn: ?, 4%, ?, ?, 4%, 2%&-7%, 3%, -3%

The results go on.
item	molecule	FBPA Giardia inh	HCMV inh	AmpC no deterg
41	Cc1cc(C)n(-c2nnc(NC(C)(C)C)nn2)n1	-13%	93	-2%
42	COc1ccc2c3c(c(=O)oc2c1OCC(=O)O)CCCC3	-3%	5	-5%
43	CCOC(=O)C1CCCN(CCCc2ccccc2)C1 (stereo unspecified)	-11%&-12%	-23&-25	-16%&-15%
44	CCN(CC(=O)Nc1c(F)cccc1F)C(=O)Cn1c(=O)cnc2ccccc21	/	?	-17%
45	CN(C)c1ccc(CNC(=O)C2CCN(S(=O)(=O)c3ccc4[nH]c(=O)ccc4c3)CC2)cc1	/	23	/
46	O=C1C(Cc2ccccc2)Nc2ncnc(N3CCOCC3)c2N1Cc1ccccc1 (stereo unspecified)	/	-101*!	-1%
47	O=C(C1CC1)N1CCc2cc(S(=O)(=O)N3CCCc4ccccc43)ccc21	-1%	-68*	-8%
48	C=CCN1C(=O)CSc2ccc(C(=O)NC(C)c3ccccc3)cc21 (stereo unspecified)	14%	19	-23%
49	COCC1CCN(C(=O)C2CCC(=O)N(Cc3cccc(F)c3)C2)CC1 (stereo unspecified)	-5%	-4	-10%
50	CN(NS(=O)(=O)c1cccs1)c1ncc(C(F)(F)F)cc1Cl	-19%	-13	-5%

item	AMA1-RON2 inh	AmpC inh detg	Sm TGR inh
41	2%	-5%	-7%
42	0%[2.32 µM]	6%	3%
43	11%&4%	?	-42%&-7%
44	7%	-3%	-2%
45	/	3%	-2%
46	0%&0%	/	/
47	0%	-6%	-9%
48	-14%	?	-13%
49	18%	2%	-6%
50	50%[activator]	2%	-4%

Going on with the list:
item	molecule	FBPA Giardia inh	HCMV inh	AmpC no deterg
51	COc1ccc(NC(=O)c2cc3c(CO)cnc(C)c3oc2=Nc2cccc(C)c2)c(OC)c1	10%	-24	-8%
52	Cc1ccc(CNC(=O)CSc2nc(=O)[nH]c3c2CCCC3)cc1	/	13	/
53	COc1ccc(/C=C/C(=O)N2CCC(C(N)=O)CC2)cc1S(=O)(=O)N1CCOCC1	-2%	-4	-24%
54	CCOC(=O)C1CCN(C(c2ccc(F)cc2)c2sc3nc(-c4ccco4)nn3c2O)CC1 (stereo unspecified)	/	3	/
55	Cc1cccc(NC(=O)CNC(=O)c2sc3ccccc3c2Cl)n1	/	9	-25%
56	COc1ccc(Cl)cc1NC(=O)Cn1c(=O)c2ccccc2n2nncc12	/	12	/

item	AMA1-RON2 inh	AmpC inh detg	Sm TGR inh
51	6%	2%	-2%
52	/	-5%	7%
53	10%	5%	8%
54	/	-1%	-3%
55	-9%	-13%	-2%
56	/	12%	-8%

Compound profiles, from the list above. Values in the order: FBPA Giardia inh, HCMV inh, AmpC no deterg, AMA1-RON2 inh, AmpC inh detg, Sm TGR inh
CCOc1ccccc1C(=O)Nc1cc(C(=O)NCCc2ccccc2)ccc1Cl is entered as 7%, -10, -32%, -1%, ?, 5%
O=C(/C=C/c1ccco1)Nc1ccc(C(=O)N2CCOCC2)cc1 is entered as 1%, -16, -17%, 1%[11.6 µM], -2%, 13µM*
COc1ccc(N2CCN(C(=O)c3sc4nc(-c5ccc(F)cc5)cn4c3C)CC2)cc1 is entered as -1%, 12, -11%, 18%, ?, 5%
COc1ccc(C(=O)COc2ccccc2C(N)=O)cc1 is entered as 4%, -36, -9%[2.29 µM], 4%, -15%, -1%
CCOC(=O)C1CCN(C(c2ccc(F)cc2)c2sc3nc(-c4ccco4)nn3c2O)CC1 (stereo unspecified) is entered as /, 3, /, /, -1%, -3%

Screening results deposited in PubChem BioAssay by National Center for Advancing Translational Sciences (NCATS).
